Source: PubChem (several laboratories)
PPARg SRC2 recr = agonists of PPARg-SRC-2 recruitment, primary screen, biochemical, HTS | PPARgamma LBD-SRC-2 recruitment | activation, % at 8 µM | 200,000 compounds, 0.34% hits | AID 1032, 2008; in the data active means activation above about 22%;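 further: 0% = vehicle and 100% = reference agonist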
Target sequence (P37231 whole entry, looked up, the tested form may be a part): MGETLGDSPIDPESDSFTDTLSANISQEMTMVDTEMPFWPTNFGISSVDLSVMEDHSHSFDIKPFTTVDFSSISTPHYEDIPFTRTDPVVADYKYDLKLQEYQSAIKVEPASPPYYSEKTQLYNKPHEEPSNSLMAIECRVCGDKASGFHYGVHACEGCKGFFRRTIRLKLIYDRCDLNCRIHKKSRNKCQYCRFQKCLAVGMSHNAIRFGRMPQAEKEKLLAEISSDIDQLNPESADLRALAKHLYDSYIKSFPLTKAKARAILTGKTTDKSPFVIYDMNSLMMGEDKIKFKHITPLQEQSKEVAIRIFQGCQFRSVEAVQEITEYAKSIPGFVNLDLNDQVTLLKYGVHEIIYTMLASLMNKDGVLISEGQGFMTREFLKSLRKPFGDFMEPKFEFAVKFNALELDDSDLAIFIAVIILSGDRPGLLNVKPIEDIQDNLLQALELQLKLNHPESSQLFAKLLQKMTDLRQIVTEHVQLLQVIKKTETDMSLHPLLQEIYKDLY
TNAP act hi DEA = TNAP activators at high phosphate acceptor level, primary screen, biochemical, luminescence, uHTS; AID 1136, 2008; purified TNAP, CDP-star luminescence, 1 M DEA, 30 min; stronger effect = higher value; 0 = EDTA background, 1 = DMSO-only activity; Alkaline phosphatase, tissue-nonspecific isozyme (Homo sapiens), P05186; 200,000 tested, under 10 active; activation factor at 20 µM;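 active means activation factor at least 2 at 20 µM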
Target sequence (P05186 whole entry, looked up): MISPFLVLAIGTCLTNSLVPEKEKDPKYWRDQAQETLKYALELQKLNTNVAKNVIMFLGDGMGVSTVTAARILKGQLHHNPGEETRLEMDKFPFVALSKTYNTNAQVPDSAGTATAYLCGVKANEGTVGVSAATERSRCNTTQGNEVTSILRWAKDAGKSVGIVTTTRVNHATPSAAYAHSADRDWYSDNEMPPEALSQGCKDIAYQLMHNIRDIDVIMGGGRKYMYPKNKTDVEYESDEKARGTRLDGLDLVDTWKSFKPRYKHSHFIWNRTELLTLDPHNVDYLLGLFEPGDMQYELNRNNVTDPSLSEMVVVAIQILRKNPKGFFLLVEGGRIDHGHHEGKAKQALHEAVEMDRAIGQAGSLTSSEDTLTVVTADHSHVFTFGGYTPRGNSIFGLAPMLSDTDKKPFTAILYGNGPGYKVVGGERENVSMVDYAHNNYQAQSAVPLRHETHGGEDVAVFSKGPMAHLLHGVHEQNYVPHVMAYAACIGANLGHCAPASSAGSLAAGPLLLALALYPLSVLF
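Dosing: 20 µM single point. System: human TNAP. Amount: TNAP 1/800 final. Incubation: 30 min, room temperature. Read-out: TNAP activation factor scaled between EDTA and DMSO control wells. Signal: luminescence from CDP-star hydrolysis. Medium: 1 M DEA, pH 9.8, Mg2+, Zn2+. Control set: EDTA negative control, DMSO positive control.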
TNAP inh hiacc = human TNAP enzyme inhibitors, primary screen, biochemical, luminescent, high phosphate acceptor level, uHTS; Alkaline phosphatase, tissue-nonspecific isozyme (Homo sapiens), P05186; purified TNAP, CDP-star luminescence, 1 M DEA; inhibition, % at 20 µM; 200,000 compounds, 0.03% hits; AID 1135, 2008;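 active means over 50% inhibition of tissue-nonspecific alkaline phosphatase at 20 µM in the single-dose screen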;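 further: plate controls were DMSO wells for no effect and EDTA-quenched wells as full inhibition for full effect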
SRC2 TRFRET art = TR-FRET signal artefacts, primary screen, artefact control for PPARgamma SRC-2 agonist project, biochemical. 200,000 compounds, 0.4% hits. TR-FRET ratio at 8 µM. TR-FRET artefact counter-screen; stronger effect = higher value; in the data active means TR-FRET ratio above about 2000; further: inactives centre near 1500
bIAP activator = bovine intestinal alkaline phosphatase activators, primary screen, biochemical, bovine IAP, CDP-star luminescence. alkaline phosphatase, intestinal [Bos taurus]. purified bovine IAP, 30 min; stronger effect = higher value; fold of DMSO-control signal, blank-subtracted. activation factor at 20 µM. 200,000 compounds, 0.17% hits. AID 1016, 2008;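 active means activation factor of 2 or more at 20 µM, a signal rise over negative controls twice the positive control's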
bIAP inhibitor = bovine intestinal alkaline phosphatase inhibitors, primary screen, selectivity assay for TNAP inhibitor project, biochemical, bovine IAP, CDP-star luminescence | 190,000 tested, under 10 active | AID 1019, 2008 | inhibition, % at 20 µM | alkaline phosphatase, intestinal [Bos taurus] | purified bovine IAP, 30 min;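 active means over 50% inhibition of intestinal alkaline phosphatase at 20 µM in the single-dose screen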
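Assay system: bovine IAP enzyme; medium: DEA buffer 100 mM, pH 9.8, with MgCl2 1.0 mM, ZnCl2 0.02 mM; doses: 20 µM single dose; incubation: enzyme reaction for 30 min at room temperature; detection: CDP-star luminescence signal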
PPARg SRC-3 ag = PPARgamma agonists recruiting SRC-3 coactivator, primary screen, biochemical; Peroxisome proliferator-activated receptor gamma (Homo sapiens), P37231; biochemical PPARgamma/SRC-3 coactivator recruitment assay; activation, % at 8 µM; 200,000 compounds, 0.26% hits; AID 731, 2007; in the data active means activation above about 23%;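 further: 0% = DMSO and 100% = reference agonist; some compounds past the cut are filed as inactive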
Efa HMGR inh = inhibitors of E. faecalis class II HMGR, primary screen, biochemical, Enterococcus faecalis | inhibition, % at 10 µM | AID 1066, 2008 | purified E. faecalis HMGR, NADPH absorbance 340 nm kinetic | HMG-CoA reductase (Enterococcus faecalis, mvaE) | 190,000 compounds, 0.41% hits;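 active means inhibition above a set limit, the median over all tested compounds plus 3 SD, cut at about 9.5% in these data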;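 further: enzyme runs in reverse so mevalonate oxidation gives rising NADPH absorbance; 0% = complete reaction with DMSO and 100% = background rate lacking mevalonate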
TNAP inh no acc = human TNAP enzyme inhibitors, primary screen, biochemical, luminescent, no phosphate acceptor, uHTS | 200,000 compounds, 0.26% hits | inhibition, % at 20 µM | AID 1012, 2008 | purified TNAP, CDP-star luminescence, 30 min | Alkaline phosphatase, tissue-nonspecific isozyme (Homo sapiens), P05186;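 active means tissue-nonspecific alkaline phosphatase inhibition above about 50% at 20 µM in the single-dose screen, limit read from the data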;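 further: 0% = DMSO negative control and 100% = EDTA positive control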
PPARg SRC1 recr = PPARgamma agonists recruiting SRC-1 coactivator, primary screen, biochemical. Peroxisome proliferator-activated receptor gamma (Homo sapiens), P37231. PPARgamma-SRC-1 coactivator recruitment biochemical assay. activation, % at 8 µM. 200,000 compounds, 0.41% hits; in the data active means activation above about 19%;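 further: 0% = DMSO and 100% = reference agonist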
* hit, by the source's call; . = not tested or not shown.

SMILES	PPARg SRC2 recr	TNAP act hi DEA	TNAP inh hiacc	SRC2 TRFRET art	bIAP activator	bIAP inhibitor	PPARg SRC-3 ag	Efa HMGR inh	TNAP inh no acc	PPARg SRC1 recr
COc1ccnc(N=CNOCc2ccc(F)cc2Cl)c1C#N	6	1.1	-7	1388	0.8	20	-2	1	-13	-7
CC(=O)Nc1ccc(NC(=O)c2c(C)nc3ccccn23)cc1	2	1.1	-6	1567	1	1	9	-5	-7	8
O=C(NC(Cc1c[nH]c2ccccc12)C(=O)N/N=C/c1ccc(Cl)cc1)c1cccs1 (stereo not given)	9	1	2	1595	1.2	-16	3	-4	-6	5
CCOC(=O)C(NC(C)=O)(OCc1ccc(F)cc1)C(F)(F)F (stereo not given)	-6	1	0	1488	1	3	-4	0	-5	-2
C=CCn1c(=O)c2c3c(sc2n2c(Nc4ccccc4)nnc12)CCCC3	4	1	2	1510	1	1	2	-4	-10	7
CC(=O)Nc1ccc(NC(=O)/C=C/c2cccc(C(F)(F)F)c2)cc1	5	1	-2	1501	1.2	-20	1	-3	-119	4
CC1(C)CC(=O)C2=C(C1)N(CC1CCCO1)C(=O)C2(NC(=O)c1cccnc1)C(F)(F)F (stereo not given)	-5	1	-3	1524	0.9	9	-14	-5	-10	4
CCc1nc2oc3cc(OC)ccc3c(=O)c2c(=O)n1Cc1ccccc1	-5	1	2	1488	0.9	5	-7	-3	-3	0
CCc1c(C)nc2ncnn2c1N1CCC(C(=O)NCc2cccc(OC)c2)CC1	0	1	0	1512	1	-1	8	-7	-5	1
O=C(COC(=O)CCc1c[nH]c2ccccc12)NCc1ccc(Cl)cc1	-7	1	-2	1461	1	1	-2	-3	-14	-6
COc1ccc(C(=O)Nc2ccc(N3CCCC3)cc2)cc1	12	1	0	1689	1	0	11	-1	-18	9
CC1=CC(=O)c2ccccc2C1=O	3	1.1	-7	1567	1	1	4	0	-14	13
O=C(c1ccc(S(=O)(=O)N2CCOCC2)cc1)N1CCN=C1SCc1cccnc1	9	1	-1	1600	1	0	2	4	-7	5
CCCCc1n[nH]c(=S)n1Cc1ccc(Cl)cc1	-1	1	0	1434	1.1	-7	1	0	-59	-1
C=CCn1c(N)c(C(=O)N2CCN(C)CC2)sc1=S	8	1	-3	1576	0.9	14	-12	0	-14	-2

Some of these compounds in order of the TNAP inh no acc value, highest first:
Molecule	PPARg SRC2 recr	TNAP act hi DEA	TNAP inh hiacc	bIAP activator	bIAP inhibitor	Efa HMGR inh	TNAP inh no acc
CCOC(=O)C(NC(C)=O)(OCc1ccc(F)cc1)C(F)(F)F (stereo not given)	-6	1	0	1	3	0	-5
O=C(NC(Cc1c[nH]c2ccccc12)C(=O)N/N=C/c1ccc(Cl)cc1)c1cccs1 (stereo not given)	9	1	2	1.2	-16	-4	-6
O=C(COC(=O)CCc1c[nH]c2ccccc12)NCc1ccc(Cl)cc1	-7	1	-2	1	1	-3	-14

Next entries:
SMILES	PPARg SRC2 recr	TNAP act hi DEA	TNAP inh hiacc	SRC2 TRFRET art	bIAP activator	bIAP inhibitor	PPARg SRC-3 ag	Efa HMGR inh	TNAP inh no acc	PPARg SRC1 recr
COc1ccc(N(CN2C(=O)C3C4C=CC(C4)C3C2=O)C(=O)c2ccco2)cc1 (stereo not given)	-3	1	-4	1544	1.1	-11	7	0	-12	10
Cc1ccc(S(=O)(=O)Nn2c(C)nnc2-n2nc(C)cc2C)cc1	4	1.1	-8	1586	1	-3	-2	-2	-4	2
Oc1ccc(C=NC2CCCCC2)c(O)c1	3	1	-4	1752	1.1	-14	4	-5	-2	2
CC(C)(C)C1CCC(=NNC(=O)CN(c2ccccc2)S(=O)(=O)c2ccccc2[N+](=O)[O-])CC1 (stereo not given)	0	1	-2	1700	0.9	10	-2	-6	-2	0
O=C(COC(=O)c1cccc(S(=O)(=O)N2CCc3ccccc3C2)c1)NCc1ccco1	6	1	-2	1603	0.9	8	7	-8	-4	9
C=CCNC(=S)Nc1ccc(OC)c(S(=O)(=O)N2CCOCC2)c1	3	1.1	-6	1531	1	4	-1	0	-14	-2
Cc1nc(C)c(C(=O)Nc2ccc(C)c(F)c2)o1	7	1.1	-7	1747	0.9	11	10	3	-4	6
CC(=O)Nc1ccc(S(=O)(=O)N2CCC(NC(C)=O)(c3cccc(F)c3)CC2)cc1	-2	1.1	-6	1465	0.9	8	-1	-6	-9	-2
COC(=O)CC1C(=O)NCCN1C(=O)CSc1nnc(Nc2ccc(OC)cc2)s1 (stereo not given)	-4	1	-3	1596	1	-1	-3	-2	-1	3
O=c1/c(=C\c2ccc(O)cc2)sc2n1C(c1ccccc1)C(c1ccccc1)=NN=2 (stereo not given)	-5	0.7	34	1399	0.7	34	5	-5	25	2
O=C(NCc1ccccc1)c1nc2c(nnn2Cc2cccc(Cl)c2)c(=O)[nH]1	9	1	1	1639	2.2*	-116	4	0	-4	-1
O=C(Cn1c(=O)c(=O)n(Cc2ccccc2)c2ccc(Cl)cc21)NCC1CCCO1 (stereo not given)	-8	1	-4	1576	1	0	-4	1	-2	3
CC1CCN(C(=O)c2ccc3c(c2NCCO)C(=O)c2ccccc2C3=O)CC1	19	0.8	21	1465	0.7	26	10	-7	21	6
O=C(O)/C=C\C(=O)NCc1ccccc1	4	1	-4	1558	1	2	-5	1	-10	-5
C=C(C)COc1ccc(-c2[nH]ncc2-c2ccccc2OC)c(O)c1	4	1	-2	1629	1.6	-62	-2	1	-11	-1

Next section, starting with the last 4 of the part before.
SMILES	PPARg SRC2 recr	TNAP act hi DEA	TNAP inh hiacc	SRC2 TRFRET art	bIAP activator	bIAP inhibitor	PPARg SRC-3 ag	Efa HMGR inh	TNAP inh no acc	PPARg SRC1 recr
O=C(Cn1c(=O)c(=O)n(Cc2ccccc2)c2ccc(Cl)cc21)NCC1CCCO1 (stereo not given)	-8	1	-4	1576	1	0	-4	1	-2	3
CC1CCN(C(=O)c2ccc3c(c2NCCO)C(=O)c2ccccc2C3=O)CC1	19	0.8	21	1465	0.7	26	10	-7	21	6
O=C(O)/C=C\C(=O)NCc1ccccc1	4	1	-4	1558	1	2	-5	1	-10	-5
C=C(C)COc1ccc(-c2[nH]ncc2-c2ccccc2OC)c(O)c1	4	1	-2	1629	1.6	-62	-2	1	-11	-1
O=C1NC2=C(CCc3ccccc32)C(c2ccc(Br)cc2)N1 (stereo not given)	18	1	-2	1646	0.7	26	8	-5	-1	-1
CCCC(=O)N1c2ccc(-c3csc(N)n3)cc2CC1C (stereo not given)	-2	1.1	-10	1402	0.9	9	0	0	-11	-8
COC(=O)c1[nH]c2cccc(OC)c2c1NC(=O)CN1CC2(C)CC1CC(C)(C)C2 (stereo not given)	11	1	-2	1339	1	4	1	0	-4	-3
CCOc1ccccc1NC(=O)CN(c1cc(C)cc(C)c1)S(=O)(=O)c1c(C)noc1C	-12	1.1	-10	1435	0.9	12	-2	-1	-5	-4
O=C(Nc1c2c(nn1-c1ccc(Cl)cc1)CS(=O)(=O)C2)c1ccc2c(c1)OCO2	10	1	1	1786	1	2	9	-4	-1	1
NC(=O)C1CCN(c2nnnn2-c2ccccc2)CC1	-4	1	1	1626	0.9	11	-9	-1	-15	2
O=C(NCCCN1CCOCC1)c1ccccc1NS(=O)(=O)c1cc([N+](=O)[O-])ccc1Cl	12	1	-1	1709	0.9	9	0	-8	-16	7
COc1ccc(/C=N/NC(=O)c2ccc(Br)cc2)cc1Cn1cc(Cl)cn1	0	1	-3	1548	1	0	4	-1	-14	-1
CCN(C(=O)CSc1nc2nc(C)cc(C)n2n1)C1CCS(=O)(=O)C1 (stereo not given)	2	1	0	1428	0.9	6	0	1	-6	1
Cc1cc(C)c2nc(NC(=O)[C@@H](NC(=O)c3cccc(S(=O)(=O)N4CCOCC4)c3)C(C)C)sc2c1	-4	1	-4	1474	1.2	-20	0	-8	-5	-4
CCCN(CCC)S(=O)(=O)c1cc(Br)cc2c1N(C(=O)CC)CC2	.	1	-4	.	1.1	-8	.	-1	-3	.
COc1ccc(C2=NOC(C(=O)Nc3cc(Br)ccc3O)C2)cc1OC (stereo not given)	8	1	-3	1531	0.9	8	-14	-1	-10	1
CCCOC(=O)Nc1cc(OC)c(Cl)cc1OC	5	1.1	-8	1616	0.8	23	1	1	-6	1
COc1ccc(N2CCN(C(=O)CSc3nnc(NC(=O)C4CCC4)s3)CC2)cc1	2	1	-2	1471	1	-3	0	3	-4	0
C[n+]1ccc(/C=C/c2ccccc2O)c2ccccc21	-3	0.6	43	1913	0.4	.	0	1	44	0
Fc1ccc(-c2nc3c(-c4ccccc4)cnn3cc2CCN2CCOCC2)cc1	4	1	0	1567	1.1	-7	2	-6	-1	2
Cn1c(SCC(=O)NCCc2ccccc2)nc2c([nH]c3ccccc32)c1=O	-3	1	-1	1547	1	3	5	-2	-11	-2
Cc1ccc2c(C)c(C(=O)NCc3ccc(S(N)(=O)=O)cc3)oc2c1C	6	1.1	-6	1697	1	-4	4	4	-7	3
CC(C)Cc1ccc(S(=O)(=O)N2CCN(C(=O)c3ccco3)CC2)cc1	4	1	-3	1505	0.9	12	4	1	-6	2
CC1(C)CNC(=O)c2sc(NC(=O)c3ccccc3)nc2C1	8	1.1	-6	1522	1	-3	3	14*	-21	5
COc1cc(CN2CCCC(CO)(Cc3ccccc3C)C2)cc2c1OCO2 (stereo not given)	-3	1	-1	1520	1	-3	-2	0	-3	-9
Cc1ccc(C2C3=C(CC(C)(C)CC3=O)NC3=C2C(=O)CC(C)(C)C3)o1	-2	1	2	1276	1	-2	2	-10	-9	0
CCOc1ccc(NC(=O)Nc2cccs2)cc1	0	1	-4	1368	0.9	12	-8	-2	-23	-8
O=C(COC(=O)c1ccccn1)Nc1nccs1	8	1	-3	1441	1	-1	9	-2	-11	-4

A different layout for part of the listing above.
Each structure is followed by: PPARg SRC2 recr	TNAP act hi DEA	TNAP inh hiacc	SRC2 TRFRET art	bIAP activator	bIAP inhibitor	PPARg SRC-3 ag	Efa HMGR inh	TNAP inh no acc	PPARg SRC1 recr
CCOc1ccc(NC(=O)Nc2cccs2)cc1
  0	1	-4	1368	0.9	12	-8	-2	-23	-8
O=C(COC(=O)c1ccccn1)Nc1nccs1
  8	1	-3	1441	1	-1	9	-2	-11	-4

Shown as a hit in Efa HMGR inh (from the list above):
SMILES | PPARg SRC2 recr | TNAP act hi DEA | TNAP inh hiacc | bIAP activator | bIAP inhibitor | Efa HMGR inh | TNAP inh no acc
CC1(C)CNC(=O)c2sc(NC(=O)c3ccccc3)nc2C1 | 8 | 1.1 | -6 | 1 | -3 | 14* | -21
